DRD3 agonist: activates the human D3 dopamine receptor; D3R DiscoveRx beta-arrestin cells, luminescence, 90 min; actives 0.58% (n = 410,000); P35462; max activation, %; in the data active means max activation above about 30%; further: 0% is about no effect; mostly tested at two doses, the higher about 12 µM
Target sequence (P35462 whole entry, looked up): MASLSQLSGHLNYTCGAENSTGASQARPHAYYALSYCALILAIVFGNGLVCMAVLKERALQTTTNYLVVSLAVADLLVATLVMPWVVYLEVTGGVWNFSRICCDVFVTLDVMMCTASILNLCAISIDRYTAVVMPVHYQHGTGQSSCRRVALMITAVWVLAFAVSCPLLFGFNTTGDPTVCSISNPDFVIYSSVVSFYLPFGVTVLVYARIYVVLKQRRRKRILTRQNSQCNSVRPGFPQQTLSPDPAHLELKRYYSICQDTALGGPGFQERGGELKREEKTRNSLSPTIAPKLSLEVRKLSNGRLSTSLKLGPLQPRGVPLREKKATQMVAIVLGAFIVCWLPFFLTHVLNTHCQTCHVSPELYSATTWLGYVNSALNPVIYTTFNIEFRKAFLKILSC
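Cells at 1500/well, incubated overnight, then treated with pinned compounds (dopamine as control) for 90 min at 37 degrees C. DiscoveRx reagent added for 30 - 60 minutes at room temperature; luminescence read.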
GLP-1R inv ag: acts as inverse agonist at human GLP-1 receptor. Potency, µM (series often up to 38.3 µM), inactives show at the highest dose activity change, negative = inhibition, actives largely listed as inhibitors. P43220. HEK293 GLP-1R CRE-luciferase, luminescence, 24 h; GLP-1R form is constitutively active. actives 1.6% (n = 410,000); further: potency means the concentration at half of the fitted maximal effect; on the % scale 0 is the no-effect control and ±100 the full control effect; nearly all actives have a fitted effect of over 55% in size
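Constitutively active GLP-1R drives a cAMP-responsive luciferase in stably transfected HEK293 cells; test compounds are added after overnight (12 h) attachment and left 24 hr, and signal loss in luminescence marks inhibition.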
IL-2 act: IL-2 activation | IL-2 activation reporter assay, cell-based qHTS; stimulated with anti-CD3/CD4/CD28 beads; in transgenic mouse T cells | actives 0.065% (n = 360,000) | activation, % (series mostly up to about 46 µM); in the data active means activation above about 50%; inconclusive means mostly about 30% to 49%; further: 0% is about no effect
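Readout: EGFP and DsRed signals by fluorescent plate cytometry. Unstimulated transgenic mouse T cells received compound 60 min before antibody-bead stimulation, then incubated 18 h at 37 degrees C.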
HEK293 tox: cytotoxicity counter-screen for GLP-1 receptor inverse agonists | HEK293 cAMP-luciferase reporter cells, luminescence, 24 h | Potency, µM (titrated, usually from 38.3 µM), inactives show top-dose activity change, negative = inhibition, most hits filed as inhibitors | actives 0.13% (n = 410,000) | AID 624418;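 further: loss of luciferase light is scored as toxicity; potency means the concentration at half of the fitted maximal effect; on the % scale 0 is the no-effect control and ±100 the full control effect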
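Here, cytotoxicity is scored as loss of luminescence. The MLSMR collection was tested on cells seeded in medium containing 10% Nu serum, with a 24 hr compound exposure preceded by 12 hours of culture.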
D3 antag: blocks the human D3 dopamine receptor | P35462 | D3R cells, DiscoveRx beta-arrestin luminescence, antagonist mode; active compounds read low | max response, negative = inhibition, % | actives 2.5% (n = 360,000) | AID 652054; in the data active means max response below about -50%; inconclusive means no clear call, values can overlap the other calls; further: on the % scale 0 is the no-effect control and ±100 the full control effect; mostly tested at two doses, the higher about 12 µM
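Cells expressing the human receptor were seeded at 1500 cells/well, incubated overnight at 37 degrees C in 5% CO2, then exposed to library compounds with dopamine controls for 90 minutes at 37 degrees C before luminescent detection.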
PLK1 PBD inh: PLK1 (human) polo-box domain binding inhibition; actives 2.8% (n = 360,000); AID 720504; Potency, µM, inactives show max response, negative = inhibition, most hits filed as inhibitors; Plk1 PBD binding of FITC phosphopeptide, fluorescence polarization; further: potency means the concentration at half of the fitted maximal effect; series mostly up to about 57 µM; on the % scale 0 is the no-effect control and ±100 the full control effect; nearly all actives have a fitted effect of over 65% in size
Target sequence (P53350 whole entry, looked up, the tested form may be a part): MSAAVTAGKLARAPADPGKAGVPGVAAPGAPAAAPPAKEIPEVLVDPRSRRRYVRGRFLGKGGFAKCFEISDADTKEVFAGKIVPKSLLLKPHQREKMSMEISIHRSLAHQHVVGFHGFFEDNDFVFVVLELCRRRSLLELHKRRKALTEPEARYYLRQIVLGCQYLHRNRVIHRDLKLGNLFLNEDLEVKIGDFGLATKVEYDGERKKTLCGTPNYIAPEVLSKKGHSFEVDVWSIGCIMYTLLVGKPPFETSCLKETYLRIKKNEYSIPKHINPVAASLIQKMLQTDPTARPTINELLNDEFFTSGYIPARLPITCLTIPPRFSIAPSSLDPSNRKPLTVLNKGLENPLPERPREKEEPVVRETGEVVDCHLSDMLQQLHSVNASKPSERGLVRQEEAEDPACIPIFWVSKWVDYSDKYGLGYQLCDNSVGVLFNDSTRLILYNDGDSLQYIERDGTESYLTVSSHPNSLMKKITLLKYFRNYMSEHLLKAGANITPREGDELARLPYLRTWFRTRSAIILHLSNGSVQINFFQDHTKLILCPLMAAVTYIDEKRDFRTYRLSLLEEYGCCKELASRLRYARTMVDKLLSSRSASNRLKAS
PI5P4K alpha inh: blocks human PI5P4K alpha kinase activity; P48426; PI5P4Kalpha enzyme, ADP-Glo luminescence, 60 min; active compounds read low; max response, %; actives 1.2% (n = 330,000); AID 652105; active means max response of -50% or lower; inconclusive means between -30% and -50%; inactive means -30% or higher; further: value at the top dose of about 77 µM; on the % scale 0 is the no-effect control and ±100 the full control effect
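Quantitative HTS of the MLSMR library against PI5P4Kalpha with substrate. ATP added last at 5 microM final; room temperature, 60 minutes. Remaining ATP depleted, ADP converted and read as luminescence.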
WRN helicase inh: blocks human WRN helicase | actives 0.46% (n = 360,000) | WRN helicase unwinding, fluorescent forked duplex, kinetic | Q14191 | Potency, µM (titrated, usually from 114 µM), without a hit: at the top dose activity change, negative = inhibition, hits mostly inhibitors; further: potency means the concentration at half of the fitted maximal effect; on the % scale 0 is the no-effect control and ±100 the full control effect; nearly all actives have a fitted effect of over 55% in size
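Enzyme (20 nM final) and test compound sit together 15 min at room temperature before substrate addition. Substrate is a single-forked duplex oligonucleotide (100 nM) labelled with fluorophore and quencher, with 2 mM ATP; helicase unwinding raises red fluorescence, read kinetically.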
GLP1R ag: agonists of human GLP-1 receptor. actives 0.007% (n = 380,000). P43220. Potency, µM (doses to about 45.6 µM), for inactives: at the highest dose activation, most hits filed as activators. HEK293 GLP-1R CRE-luciferase, luminescence, 4-6 h; cells express a hypersensitive GLP-1R form; further: potency means the concentration at half of the fitted maximal effect; % of control where 0% means no effect
The depositor's hits bear a star; u = inconclusive; x = not tested or not shown; [ ] = another dose, or the depositor's remark. Unless noted, the call rests on the fitted dose curve; in most records, active means well fitted curve in the direction sought with a large enough effect; inconclusive means small, poorly fitted or top-dose-only effect, or another doubt; inactive means no such curve, though single readings can be large; an effect the other way counts as inactive or inconclusive. Rows were taken by chance; 7.8% or so of the library scored in one or more.

Below each SMILES: DRD3 agonist, GLP-1R inv ag, IL-2 act, HEK293 tox, D3 antag, PLK1 PBD inh, PI5P4K alpha inh, WRN helicase inh, GLP1R ag
O=C1NC(c2cccc([N+](=O)[O-])c2)=CCN1c1ccccc1O
    -13, 4%, 0.3, -4%, 4, -10%, -3, 1%, -2%
O=C(c1ccc(Cl)c(S(=O)(=O)N2CCCC2)c1)N1CCCC(C(F)(F)F)C1 (configuration not stated)
    1, 1%, -4.6, -2%, 19, -6%, 1, -4%, -5%
CCNC(=O)N1CCCC(C(=O)c2ccc(C(F)(F)F)cc2)C1 (configuration not stated)
    -6, 3%, -0.6, 0%, 1, 2%, 6, 0%, -4%
Cc1cc2oc(=O)cc(CSc3nc(N)cc(N)n3)c2cc1C
    5, 74%[activator], 0.6, -3%, u, -7%, -8, -15%[57.1 µM], 17%
Cc1cc(C)cc(NC(=O)CCNS(=O)(=O)c2cc(Br)cnc2N)c1
    3, 7.9µM*, -0.2, -12%, -19, -4%, 2, -8%, 2%
COc1ccc(C(=O)NC(=S)Nc2ccccc2N2CCCCC2)cc1[N+](=O)[O-]
    -2, 1.1µM*, -2.6, u, -4, -10%, 27, -7%, 9%
NS(=O)(=O)c1ccc(NC(=S)Nc2ccc(S(=O)(=O)Nc3nccs3)cc2)cc1
    -8, 16%, -0.1, 5%, 0, -9%, -14, 9%[57.1 µM], -3%
O=C(NCCNS(=O)(=O)c1ccccc1Cl)c1cc(OCC(F)(F)F)ccc1OCC(F)(F)F
    0, 0%, 1.8, 6%, 0, -3%, 1, -3%, 3%
COc1ccccc1/C=C1\Cc2ccccc2C1=O
    -4, u, -2.4, 8%, -14, -19%, -2, 4%, 14%
Cc1ccc(/C=N/NC(=O)c2nnn(-c3nonc3N)c2CSc2ccccc2)cc1
    0, -13%, -0.3, -29%, 1, -1%, 0, 8%, 6%
CCc1nc2c(OCc3ccc(F)c(F)c3)cccn2c1N(C)C(=O)c1cccs1
    1, u, -0.6, 7%, 6, 4%, -1, -4%, 2%
COc1ccccc1-c1nnc(NC(=O)c2ccc(S(=O)(=O)N(C)CC3CCCO3)cc2)o1 (configuration not stated)
    13, -10%, 4.6, -3%, -11, -7%, -5, -17%, -26%
COc1ccc(N2C[C@H](CSC)[C@@H](CC(=O)Nc3ccc(Br)cc3)C2=O)cc1
    -9, u, -3.2, -11%, 0, -12%, 9, 6%, 4%
CCn1c(SCc2nc3scc(-c4ccccc4)c3c(=O)[nH]2)nnc1-c1ccc(Cl)cc1
    1, -3%, 3.5, 16%, 21, 3%, -3, 18%, -10%
Cc1c(NC(=O)C(C)OC(=O)COc2ccc(C#N)cc2)c(=O)n(-c2ccccc2)n1C (configuration not stated)
    4, 6%, 1.1, -6%, -6, -4%, 3, -7%, -1%
Cc1nn(Cc2ccccc2)c(C)c1/C=N/NC(=O)CNc1cccc(C(F)(F)F)c1
    -3, u, -2.3, -30%, 6, 4%, 20, -10%, 6%
O=C(Nc1ccc(-c2cn3ccsc3n2)cc1)C1COc2ccccc2O1 (configuration not stated)
    -3, u, 0.4, 3%, 16, -8%, -1, -9%, -14%
COc1cc(Cc2cc(N)nc(N)n2)cc(OC)c1OC
    6, 11%, -0.2, -2%, 6, -1%, 2, 1%, 15%
O=S(=O)(Nc1cccc(CO)c1)c1cccs1
    -3, -7%, -1.6, u, 8, -8%, 1, 6%, 4%
COC(=O)COc1cccc(NC(=O)c2ccccc2)c1
    5, 7%, -2.2, 1%, -27, -6%, x, 1%, -5%
CNC(=O)NC(=O)CSc1cccc(C(F)(F)F)c1
    5, 3%, 1.8, 3%, 16, -8%, x, -5%, 2%
FC(F)(F)c1ccnc(N2CCN(Cc3cnc(-c4ccccc4)[nH]3)CC2)c1
    -18, u, -1.8, -2%, -77*, 3%, 5, -6%, 5%
O=C(Nc1ccc(-c2csc(Nc3cccc(C(F)(F)F)c3)n2)cc1)c1cc([N+](=O)[O-])cc(C(F)(F)F)c1
    8, u, -0.7, -3%, 42, -14%, 1, 4%, -9%
COc1ccc(C)cc1NC(=O)c1cnc2n(c1=O)CCS2
    4, 13%, 2.0, 1%, 11, -27%, x, -2%, -5%
Cc1ccc(C(=O)N/N=C/c2cc(C)n(-c3ccc(Br)cc3)c2C)cc1[N+](=O)[O-]
    -6, u, 0.0, -3%, -7, -8%, 8, -9%, -1%
O=C(COC(=O)c1ccc(F)c(S(=O)(=O)N2CCOCC2)c1)NCCc1ccccc1
    4, 7%, 3.2, 5%, 1, -4%, 3, -6%, -1%
CCCCN1C(=O)C(=O)N(CC(=O)Nc2cc(OCC)c(N3CCOCC3)cc2OCC)C1=O
    -6, 1%, -4.0, 15%, u, -18%, -1, -1%, 7%
CC1CCCN(C(=O)C2CCCN(S(=O)(=O)c3cccc4nsnc34)C2)C1 (configuration not stated)
    0, 0%, -3.3, -31%, 8, -1%, x, -7%[57.1 µM], -2%
O=C(CCl)N1c2ccccc2SCC1c1ccccc1 (configuration not stated)
    -8, u, -3.9, u, -29, 3µM*, 1, -17%, -4%
Cn1ccc2cc(NC(=O)Nc3cccnc3)ccc21
    -12, u, 0.2, -8%, -5, 2%, -15, -21%, 5%

Quoted at random: three records from the list, in no set order.
Below each SMILES: DRD3 agonist, GLP-1R inv ag, IL-2 act, HEK293 tox, D3 antag, PLK1 PBD inh, PI5P4K alpha inh, WRN helicase inh, GLP1R ag
CC1CCCN(C(=O)C2CCCN(S(=O)(=O)c3cccc4nsnc34)C2)C1 (configuration not stated)
    0, 0%, -3.3, -31%, 8, -1%, x, -7%[57.1 µM], -2%
COc1ccc(N2C[C@H](CSC)[C@@H](CC(=O)Nc3ccc(Br)cc3)C2=O)cc1
    -9, u, -3.2, -11%, 0, -12%, 9, 6%, 4%
Cc1c(NC(=O)C(C)OC(=O)COc2ccc(C#N)cc2)c(=O)n(-c2ccccc2)n1C (configuration not stated)
    4, 6%, 1.1, -6%, -6, -4%, 3, -7%, -1%

Single records, as listed above. Order of values: DRD3 agonist | GLP-1R inv ag | IL-2 act | HEK293 tox | D3 antag | PLK1 PBD inh | PI5P4K alpha inh | WRN helicase inh | GLP1R ag
Record of `O=C(COC(=O)c1ccc(F)c(S(=O)(=O)N2CCOCC2)c1)NCCc1ccccc1` : 4 | 7% | 3.2 | 5% | 1 | -4% | 3 | -6% | -1%
Record of `O=S(=O)(Nc1cccc(CO)c1)c1cccs1` : -3 | -7% | -1.6 | u | 8 | -8% | 1 | 6% | 4%
Record of `FC(F)(F)c1ccnc(N2CCN(Cc3cnc(-c4ccccc4)[nH]3)CC2)c1` : -18 | u | -1.8 | -2% | -77* | 3% | 5 | -6% | 5%

Remaining list, next part.
Below each SMILES: DRD3 agonist, GLP-1R inv ag, IL-2 act, HEK293 tox, D3 antag, PLK1 PBD inh, PI5P4K alpha inh, WRN helicase inh, GLP1R ag
Cc1cc(=O)n2nc(-c3ccccc3)sc2n1
    -2, -13%, 0.2, -15%, 18, -14%, -10, -6%, -3%
CC[C@]12c3[nH]c4ccc(OC)cc4c3CCN1C(=O)C(CC(=O)NCC13CC4CC(CC(C4)C1)C3)C[C@@H]2C(=O)N1CCN(C(=O)C2CC2)CC1 (some centres not stated)
    -20, -26%, -0.7, -3%, -13, -2%, -3, 6%, -1%
C/C(N)=C(/C#N)C(=O)CSc1nc2cc(Cl)ccc2s1
    -9, 9%, -3.9, -7%, u, u, x, -14%, 3%
Cc1cccc(Nc2nc3c(c(=O)n(C)c(=O)n3C)n2Cc2ccccc2)c1
    4, 46%[activator], 0.1, 24%, 47, -11%, -1, -4%, u
COc1ccc(C)cc1NC(=O)CN(Cc1nnc(-c2ccc(Cl)cc2)o1)C1CCCC1
    -1, u, -2.1, -15%, u, 3%, 0, -7%, 1%
O=C(CCc1ccccc1)NNC(=O)c1ccncc1
    1, 7%, 0.2, 2%, 9, -2%, -7, 5%, -7%
CC(=O)c1ccc(NC(=O)c2noc3c2CCCCC3)cc1
    -1, u, -0.4, -5%, 2, -8%, u, 1%, 14%
Cc1n[nH]c(=O)c2c(NC(=O)CSc3nc4ccccc4c(=O)n3CCCO)oc(C)c12
    2, 33%[activator], 3.4, -3%, -6, -11%, 3, -8%, 19%
COc1ccc(N=Cc2c(O)n(-c3cccc(C)n3)c(=O)c3ccccc23)cc1
    2, 10%, -0.8, -18%, 3, -6%, -6, -28%, 24%
O=[N+]([O-])c1ccccc1S(=O)(=O)Nc1ncccn1
    -4, 1%, -0.5, 15%, 2, -15%, 9, -3%, 2%
NC(=O)Nc1ccc(C(=O)OCC(=O)N2CCCC2=O)cc1
    2, 9%, 0.2, 0%, -14, -11%, -4, 0%, 1%
COc1ccccc1Cc1c(-c2ccco2)nc2cc(C)c(Br)c(C)n12
    -16, u, -1.2, -3%, -107*, u, -64*, -21%, 3%
COc1ccc(N2CCN(C(=O)c3ccc(CNS(=O)(=O)c4ccc(C)cc4)cc3)CC2)cc1
    12, u, -2.3, -8%, 5, -7%, 5, -11%, 2%
CC(C(=O)Nc1ccc(C(=O)O)c(O)c1)N1C(=O)/C(=C\c2ccco2)SC1=S (configuration not stated)
    3, 8%, -0.5, 4%, -8, 9.5µM*, u, 40µM*, -9%
Cn1c(N)c(C(=O)COC(=O)c2ccccc2C(=O)c2ccc(Cl)c([N+](=O)[O-])c2)c(=O)n(C)c1=O
    -11, 41%[activator], -0.7, u, -97*, -4%, 3, -12%, -43%[inhibitor]
Cc1cnnc2c1-c1no[n+]([O-])c1CC2
    -5, 7%, -2.2, 6%, -18, -10%, x, 3%, -4%
